CXCR6 inh – CXCR6 receptor inhibitors, primary screen, cell-based, beta-arrestin, luminescence, CHO-K1 PathHunter, 1536-well; 0.36% of 360,000 active; inhibition, % at 20 µM; in the data active means inhibition above about 34%, passing the limit was not always enough;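 further: antagonist mode with CXCL16 agonist at 10 nM final; 0% = 10 nM CXCL16 with DMSO and 100% = unstimulated wells without agonist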
UPR XBP1 act – activators of adaptive XBP1 UPR arm, primary screen, cell-based, CHO-XBP1 luciferase reporter, luminescence, uHTS. IRE1-XBP1 UPR activation; percent of tunicamycin response, DMSO as zero. activation, % at 20 µM. 0.33% of 330,000 active;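 active means versus positive control, 20 µM dose yields 30% or more activation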;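 further: 100% = tunicamycin at 10 µg/mL and 0% = DMSO only wells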
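Material: CHO-XBP1 cells stably carrying IRE1-XBP1-driven luciferase reporter / Amount: 1000 cells per well / Compound: 20 µM, 1% DMSO / Times: 6 h treatment, 37 °C / Detection: luciferase luminescence / Measure: % activation of reporter signal versus tunicamycin and DMSO controls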
Gli-Sufu block – Gli-Sufu pathway antagonists, primary screen, luciferase luminescence, Sufu-KO-LIGHT cells, uHTS. 0.74% of 340,000 active. AID 588413, 2011. inhibition, % at 5 µM. Sufu-KO-LIGHT fibroblasts, Gli luciferase reporter luminescence;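 active means inhibition above about 55%, limit read from the data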;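 further: 0% = DMSO-treated cells and 100% = wells with medium but no cells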
CHOP UPR activ – activators of apoptotic CHOP UPR arm, primary screen, cell-based, CHO-CHOP luciferase reporter, luminescence, uHTS; UPR activation; percent of tunicamycin response over DMSO baseline; activation, % at 10 µM; 0.34% of 330,000 active;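 active means at 10 µM dose, activation of 40% or more, normalized to positive control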;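 further: 100% = tunicamycin at 10 µg/mL and 0% = DMSO alone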
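Material: CHO-CHOP cells, stable luciferase reporter of PERK-eIF2a-CHOP signalling; quantity: 500 reporter cells seeded per well; buffer or medium: F12 medium containing 10% fetal bovine serum; compound: one dose, 10 µM in 0.5% DMSO; incubation: 6 h compound treatment, 37 °C; measured by: Steady-Glo luciferase luminescence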
Jurkat NFkB inh – inhibitors of induced NF-kB luciferase reporter, primary screen, TCR NF-kB activation inhibitor project, cell-based, luminescence, uHTS; Jurkat, PMA/ionomycin-induced NF-kB luciferase reporter; inhibition, % at 4 µM; 0.53% of 330,000 active; AID 435003, 2010; in the data active means inhibition above about 50%
697 NFkB inh – inhibitors of PMA/ionomycin-induced NF-kB reporter, 697 cells, primary screen, B-cell NF-kB inhibitor project, cell-based, luminescence, uHTS; 697 B-cell NF-kB luciferase reporter, 16 h; inhibition, % at 4 µM; 0.33% of 330,000 active; in the data active means inhibition above about 35%
Mdm2-MdmX inh – inhibitors of human Mdm2-MdmX association, primary screen, cell-based, luminescence, split luciferase, SaOS-2, uHTS | AID 485346, 2010 | 3% of 330,000 active | Protein Mdm4 (Homo sapiens) + E3 ubiquitin-protein ligase Mdm2 (Homo sapiens), … | inhibition, % at 8 µM | SaOS-2 split-luciferase Mdm2/MdmX complementation;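 active means inhibition of at least 50% at 8 µM in the primary screen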
Target sequence (O15151 whole entry, looked up): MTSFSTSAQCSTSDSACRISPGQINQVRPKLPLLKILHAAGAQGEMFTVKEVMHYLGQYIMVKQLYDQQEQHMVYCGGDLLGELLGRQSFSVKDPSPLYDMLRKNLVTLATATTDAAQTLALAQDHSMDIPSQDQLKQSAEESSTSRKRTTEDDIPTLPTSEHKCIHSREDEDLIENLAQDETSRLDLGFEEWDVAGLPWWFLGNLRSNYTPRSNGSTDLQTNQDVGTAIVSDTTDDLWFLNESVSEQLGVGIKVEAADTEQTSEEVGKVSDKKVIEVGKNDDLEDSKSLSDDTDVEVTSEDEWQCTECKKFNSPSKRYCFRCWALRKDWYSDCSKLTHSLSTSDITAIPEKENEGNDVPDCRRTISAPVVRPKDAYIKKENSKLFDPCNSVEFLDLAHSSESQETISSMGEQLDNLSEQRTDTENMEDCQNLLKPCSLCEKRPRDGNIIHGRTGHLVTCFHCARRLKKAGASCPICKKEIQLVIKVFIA
Target sequence (Q00987 whole entry, looked up): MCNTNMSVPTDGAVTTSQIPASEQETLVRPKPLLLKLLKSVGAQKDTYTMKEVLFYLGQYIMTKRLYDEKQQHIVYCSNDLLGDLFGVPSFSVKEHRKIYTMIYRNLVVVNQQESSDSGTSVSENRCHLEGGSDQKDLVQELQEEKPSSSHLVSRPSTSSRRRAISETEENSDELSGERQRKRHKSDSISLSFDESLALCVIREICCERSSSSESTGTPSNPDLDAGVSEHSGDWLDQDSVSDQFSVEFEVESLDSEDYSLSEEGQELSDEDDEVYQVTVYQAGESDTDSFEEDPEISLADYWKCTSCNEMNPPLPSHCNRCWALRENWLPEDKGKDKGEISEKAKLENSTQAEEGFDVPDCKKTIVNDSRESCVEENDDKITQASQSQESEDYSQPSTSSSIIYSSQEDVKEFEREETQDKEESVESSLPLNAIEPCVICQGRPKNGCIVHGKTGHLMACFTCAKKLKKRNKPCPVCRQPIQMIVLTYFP
CCR6 antag – CCR6 receptor antagonists, primary screen, cell-based, CHO-K1, luminescence, beta-arrestin, uHTS | C-C chemokine receptor type 6 (Homo sapiens), P51684 | CHO-K1 CCR6 PathHunter beta-arrestin, CCL20-stimulated | inhibition, % at 20 µM | 0.49% of 340,000 active | AID 493098, 2011;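 active means compounds whose inhibition of the agonist-driven luminescence signal at 20 µM reaches about 50%, limit read from the data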;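 further: cells stimulated with CCL20 at 14 nM final; plate controls were DMSO with CCL20 for no effect and DMSO without agonist for full effect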
EBI2 antag – EBI2 receptor antagonists, beta-arrestin recruitment, primary screen, cell-based, luminescence, 7a,25-OHC stimulation, uHTS | 7a,25-OHC stimulated | inhibition, % at 5 µM | 0.81% of 360,000 active; in the data active means inhibition above about 38%;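 further: enzyme fragment complementation signal reports receptor beta-arrestin coupling in cells; 0% = agonist plus DMSO wells and 100% = wells without agonist; some results beyond the cut were filed as inactive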
An asterisk follows results filed as active; . = no result given.

SMILES | CXCR6 inh | UPR XBP1 act | Gli-Sufu block | CHOP UPR activ | Jurkat NFkB inh | 697 NFkB inh | Mdm2-MdmX inh | CCR6 antag | EBI2 antag
Cc1ccc(N2C(=O)CC(N3CCSCC3)C2=O)c(C)c1 (configuration not stated) | -5 | 2 | -1 | 0.7 | 0 | 11 | -13 | 4 | 2
CC(C)CN1CCC(=O)N(CCN=[N+]=[N-])CC1 | 1 | 2 | -2 | -0.5 | 11 | -5 | -9 | -5 | -7
CCOc1cc(CNn2cn[nH]c2=S)cc(Cl)c1OCc1ccccc1F | 10 | -2 | -1 | 1.4 | -3 | -11 | 7 | 29 | -5
CCOc1ccc2oc(C(=O)N(CC)CC(=O)Nc3ccc(NC(C)=O)cc3)c(C)c2c1 | -5 | -1 | -3 | 0.5 | 3 | -13 | -6 | 11 | -1
COc1ccc(C(=O)Nc2nccs2)cc1[N+](=O)[O-] | 1 | 4 | -18 | 1.6 | -19 | 22 | -3 | 19 | 1
NC(=O)C1CCN(c2nc(-c3cccnc3)cs2)CC1 | -16 | -3 | -8 | 3.1 | 5 | 13 | -30 | -4 | -5
O=C(NCC1CC1)c1ccc2c3n(nc2c1)-c1ccc(Cl)cc1CO3 | -8 | 6 | -65 | 4.9 | -61 | -166 | -65 | 6 | 5
O=C(O)C1CC(O)CN1C(=O)c1ccco1 (configuration not stated) | 3 | -2 | 2 | -1.0 | -10 | 3 | 2 | 2 | 0
COc1ccc(CCNC(=O)Cc2cc(OCc3ccccc3)c(OC)cc2[N+](=O)[O-])cc1OC | 22 | -2 | -9 | -2.5 | -24 | 7 | 2 | 16 | 6
CCO[C@@H]1OC(C(=O)NCc2nc3ccccc3[nH]2)=C[C@H](c2coc3ccccc3c2=O)[C@H]1CCCO | -2 | -1 | 4 | -0.6 | 17 | 21 | -1 | 15 | -15
CCOc1ccc(N2C(=O)CSC23CCCCC3)cc1 | 2 | 0 | -1 | -1.4 | -16 | -47 | -14 | 7 | -3
COCC1CCN(C(=O)c2cc(COc3cncc(Cl)c3)on2)C1 (configuration not stated) | -1 | -2 | -24 | 0.6 | 11 | -14 | 9 | 12 | 2
COc1ccc(OCc2cc(C(=O)N3CCCC3)no2)c2ccccc12 | -19 | 2 | -48 | 3.5 | -88 | -94 | -77 | -17 | -12
O=Nc1ccc(NOC(=O)c2ccccc2Br)cc1 | 5 | -5 | 20 | 4.5 | -4 | 24 | 17 | 18 | -18
Cc1ccccc1NC(=O)C(=O)N/N=C/c1cccc(Br)c1 | 4 | 1 | -3 | 0.2 | 13 | 17 | 9 | 10 | 7
CCCCNC(=O)N(C)c1nncnc1C(=O)NC | 0 | -1 | -5 | 0.5 | 1 | -8 | -19 | 5 | -6
O=C(C1CCCCC1)N1CCN=C1SCc1cccnc1 | -6 | -1 | 4 | 1.1 | 9 | -1 | 22 | 16 | -6
O=C(CN1C(=O)NC2(CCCCCC2)C1=O)N1CCN(c2ccccc2)CC1 | 0 | 2 | -5 | 0.3 | -4 | 1 | 2 | 10 | -1
COc1cccc(-c2csc(N3CCN(S(=O)(=O)c4ccc(F)cc4)CC3)n2)c1 | -1 | -1 | 6 | 2.8 | 3 | 10 | 23 | 7 | 29
Cc1ccc(N(Cc2ccccc2)C(=O)c2cc(S(=O)(=O)N3CCOCC3)ccc2Cl)cc1 | 16 | -2 | 14 | 3.2 | 8 | -23 | 17 | 9 | 22
Nc1ccc2nc(-c3cc(Cl)c(N)c(Cl)c3)[nH]c2c1 | 4 | 4 | 27 | 5.2 | -16 | -133 | -42 | 11 | 6
CC1CCN(S(=O)(=O)c2ccc3ncn(CC(=O)N4CCN(C)CC4)c(=O)c3c2)CC1 | -4 | -2 | 15 | 0.8 | -10 | -1 | 0 | 11 | -8
CSc1nc(-c2ccc(Cl)cc2)c(C#N)c(=O)n1C | 3 | 2 | 12 | 1.7 | 6 | 20 | 34 | 3 | 0
CC(=O)Nc1cccc(C(=O)OCC(=O)N2CCN(C(=O)COC(=O)c3cccc(NC(C)=O)c3)CC2)c1 | -6 | . | -8 | . | . | . | . | -7 | 3
O=C(Nc1nc2ccccc2[nH]1)c1ccc(Cl)c([N+](=O)[O-])c1 | 1 | 2 | -2 | 6.9 | -34 | -79 | 0 | 18 | -22
Remaining list, next part.
SMILES | CXCR6 inh | UPR XBP1 act | Gli-Sufu block | CHOP UPR activ | Jurkat NFkB inh | 697 NFkB inh | Mdm2-MdmX inh | CCR6 antag | EBI2 antag
O=C(c1ccc2c(c1)OCCO2)C1CCN(C(=O)c2ccc(F)cc2)CC1 | -2 | -4 | -1 | -1.6 | 11 | -7 | 5 | -6 | 26
Cc1csc(NC(=O)c2ccccc2O)n1 | -2 | 10 | -7 | 1.2 | 1 | 12 | 11 | 4 | 3
O=C(NC(=S)NNC(=O)c1ccccc1O)c1ccco1 | 5 | . | 1 | . | . | . | . | 23 | -12
COc1cccc2cc(C(=O)c3ccccc3)oc12 | 3 | 8 | -6 | 3.5 | -57 | -48 | -45 | -11 | 1
Cn1c(=O)[nH]c(=O)c2c1nc(SCCCO)n2CCCc1ccccc1 | 6 | 2 | 7 | 0.9 | 2 | 7 | 21 | 2 | -2
O=C(Cc1ccc(NS(=O)(=O)c2cccc(C(F)(F)F)c2)cc1)NCCN1CCOCC1 | -1 | -4 | -6 | 0.1 | 4 | 18 | -17 | 7 | -1
Cc1cc(C)cc(NC(=O)c2ccc(CN3CCc4ccccc4C3)cc2)c1 | -4 | -5 | -4 | 1.5 | 17 | 0 | 41 | 4 | 6
CCSc1ccc(-c2nn(-c3ccccc3)cc2/C=C(/C#N)C(=O)NCCCOC)cc1 | 12 | . | 10 | . | . | . | . | -6 | 6
CC(C)CCNC(=O)C1CC(c2cccc(F)c2)=NO1 (configuration not stated) | -1 | 2 | -5 | -1.4 | 19 | 9 | 11 | 7 | -4
CC#CCN1c2ccccc2[C@]23C[C@@H](C(=O)OC)N(C(=O)c4ccco4)C2=NC(C(=O)OC)=C(C(=O)OC)[C@H]13 | 4 | -2 | -5 | 2.7 | 16 | 0 | 14 | -11 | -13
CC(C)CC(=O)N=Nc1c(O)[nH]c2ccccc12 | 4 | -2 | -14 | 0.6 | -5 | 7 | -18 | 16 | -15
COc1ccc(CNC(=O)c2ccc(=O)oc2)cc1OC | 1 | -2 | 7 | -1.9 | -12 | 9 | 15 | -7 | -5
CCNC(=O)N1CCN(S(=O)(=O)c2ccc3c(c2)OCCCO3)CC1 | -5 | -2 | 1 | -1.1 | 14 | 2 | -12 | -4 | 11
CCOC(=O)c1ccc(NC(=S)N(CCCN2CCN(C)CC2)Cc2cccs2)cc1 | 13 | -1 | 60* | 0.6 | -23 | 1 | -19 | 10 | 0
CC1(C)C2CCC1(C)C1(C2)NC(=O)c2ccccc2O1 (configuration not stated) | -2 | -2 | 5 | -0.4 | -8 | -8 | 16 | -5 | -11
COc1cc(/C=N/NC(=O)c2ccc(Cl)c(S(N)(=O)=O)c2)ccc1OCC(N)=O | -8 | -3 | -4 | -1.3 | 1 | 16 | 14 | 1 | -1
O=C(Nc1cc(Cl)ccc1N1CCCCC1)c1cccs1 | 6 | 3 | 2 | -0.5 | -3 | -3 | 10 | 4 | -17
C[C@]1(C(=O)NCCc2c[nH]c3ccccc23)C=C[C@@H](Cc2ccccc2)N1C(=O)c1ccccc1 | 5 | 0 | 7 | 0.6 | 16 | -5 | 9 | 8 | 29
O=C(NCCCN1CCOCC1)NC1CCCCC1 | 4 | 0 | -16 | -0.2 | -1 | -11 | 12 | 8 | -2
Cc1ccc(S(=O)(=O)N2C[C@@H]3[C@H]4CC[C@H](C4)[C@@H]3[C@@H](C)[C@H]2c2ccn(Cc3ccccc3)c2)cc1 | 10 | 0 | 10 | 1.7 | . | 17 | 26 | 16 | 30
CCOC(=O)c1sc2cc([N+](=O)[O-])cc(SCCO)c2c1N | -5 | 1 | 1 | 2.2 | -3 | 19 | 12 | -8 | -13
Cc1ccc(-c2nn(Cc3ccccc3)cc2C(=O)NCC2CCCO2)cc1 (configuration not stated) | -16 | -1 | 5 | 3.5 | 18 | 15 | 14 | 7 | 0
CCN(CC)CCN(C(=O)c1ccc(S(=O)(=O)N2CCCCC2)cc1)c1nc2cc3c(cc2s1)OCO3 | 13 | 2 | 12 | -0.7 | -2 | 3 | 15 | 11 | 1
CCOC(=O)C1=C(C)NC(C)=C(C(=O)OCC)C1C(=O)OCC(=O)NCCc1ccccc1 | 5 | -1 | 0 | 1.4 | -4 | -10 | -20 | 6 | -2
COc1ccccc1CNc1ccc(N2CCCCC2)cc1 | -2 | -1 | 3 | 2.8 | -19 | -29 | 17 | -10 | 0

Only CCR6 antag, Gli-Sufu block and 697 NFkB inh (5 entries from above):
canonical_smiles,CCR6 antag,Gli-Sufu block,697 NFkB inh
O=C(NC(=S)NNC(=O)c1ccccc1O)c1ccco1,23,1,.
COc1cccc2cc(C(=O)c3ccccc3)oc12,-11,-6,-48
Cn1c(=O)[nH]c(=O)c2c1nc(SCCCO)n2CCCc1ccccc1,2,7,7
O=C(Cc1ccc(NS(=O)(=O)c2cccc(C(F)(F)F)c2)cc1)NCCN1CCOCC1,7,-6,18
Cc1cc(C)cc(NC(=O)c2ccc(CN3CCc4ccccc4C3)cc2)c1,4,-4,0

Next section:
SMILES | CXCR6 inh | UPR XBP1 act | Gli-Sufu block | CHOP UPR activ | Jurkat NFkB inh | 697 NFkB inh | Mdm2-MdmX inh | CCR6 antag | EBI2 antag
CCN(CC)C(=O)C1CCCN(Cc2ccc(F)c(F)c2)C1 (configuration not stated) | 0 | -1 | 6 | -1.1 | 0 | -1 | -6 | 3 | 3
CC1CCc2c(sc(NC(=O)c3ccc(Cn4cc([N+](=O)[O-])cn4)o3)c2C#N)C1 (configuration not stated) | 14 | -4 | -14 | 0.5 | -1 | -1 | 3 | 29 | 4
CCOc1cc(C(=S)N2CCCC2)ccc1OC | 7 | -7 | 1 | 1.5 | -2 | -3 | 6 | 4 | 4
CC(C)C(=O)Nc1cc2c(cc1C(=O)c1ccccc1)OCCO2 | 1 | -3 | 1 | -2.1 | 7 | 11 | 16 | 14 | -15
O=C(CN1C(=O)C2CC=CCC2C1=O)Nc1ccc(S(=O)(=O)Nc2nccs2)cc1 (configuration not stated) | 2 | 0 | -3 | -0.5 | -1 | 1 | 0 | 3 | -9
CCOc1cc(CNc2ccccc2)cc(Br)c1OCc1ccccc1F | -11 | -1 | -1 | 0.6 | -24 | -9 | -1 | 23 | 17
COC(=O)[C@H](C)NC(=O)Nc1ccccc1F | 1 | -2 | 3 | 0.0 | 6 | 0 | 1 | -10 | -13
COc1ccc(-c2ccc(-c3cc(=O)oc4cc(OC)c(OC)c(OC)c34)cc2)cc1OC | 5 | 0 | -18 | 2.5 | . | -18 | 39 | 24 | 15

Source: PubChem BioAssay

This is a random part of the collection, and some 5% of all compounds hit somewhere here.
